From PubChem BioAssay
H9c2 TAG inh: triacylglycerol accumulation inhibition | H9c2 cells, Nile Red lipid (TAG) fluorescence; cells loaded with 200 µM oleic acid | inhibition, % at 12.5 µM | 230,000 tested, 0.66% active | AID 651582;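 active = pattern-corrected inhibition of lipid staining of at least 50% with the nuclear-stain viability signal not falling by more than 50%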;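 note: 0% = DMSO wells and 100% = triacsin C control wells; some results filed as inactive read as strong as hits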
H9c2 TAG inh DAPI viability: second read-out of H9c2 TAG inh, no call of its own (marks repeat the call); DAPI nuclei signal change (viability), lower = more cytotoxic, %;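 whole-well DAPI fluorescence read on a plate reader as a viability signal; minus 50 percent equals half of cells still viable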
Active calls of the source: *. This is a subset (hit frequency here may not be typical).

Values in the order – H9c2 TAG inh, H9c2 TAG inh DAPI viability
> O=C(COC(=O)c1cccnc1Cl)Nc1ccccc1OC(F)F
  2.2, 8.0
> Cc1cc(OCC(=O)OCC(=O)N2CC(C)CC(C)C2)ccc1Cl (stereo not given)
  1.3, 4.5
> CC(=O)c1sc2ccccc2c1OC(=O)c1ccco1
  -19.0, -12.1
> Cc1c(C(=O)OCc2ccc(F)cc2)sc2nc3n(c(=O)c12)CCC3
  -8.4, 9.1
> Cc1cc(NC(=O)CCCS(=O)(=O)c2nc(-c3cccs3)cc(C(F)(F)F)n2)no1
  22.2, -29.4
> CCOC(=O)c1c(C)nn(-c2ccc(NC(=O)/C=C/C(=O)O)cc2)c1C
  -10.8, 10.8
> COc1ccc(/C=C/C(=O)Nc2cccc(F)c2)cc1S(=O)(=O)N1CCOCC1
  16.3, -4.8
> COC(=O)c1cc(-c2cccs2)nn1-c1ccccc1
  18.8, -1.3
> N=C1C(c2ccccc2)=C(O)CN1c1cccc(O)c1
  5.2, -1.8
> Cc1ccc(NC(=O)COC(=O)c2cccnc2Cl)cc1S(=O)(=O)N1CCOCC1
  -1.2, -11.4
> COc1ccc(C2(CNC(=O)c3ccco3)CCOCC2)cc1
  -2.9, 1.9
> CN(C1CCCCC1)S(=O)(=O)c1ccc(Cl)c(C(=O)O)c1
  -3.8, 10.2
> O=C(CCC(=O)N1CCN(c2ccccc2F)CC1)c1ccc(Cl)s1
  -1.9, 12.6
> Cc1noc(/C=C/N(C)C)c1S(=O)(=O)N1CCCC(C(=O)NCc2cccs2)C1 (stereo not given)
  34.8, -2.8
> O=C1CN(S(=O)(=O)c2ccccc2Cl)CCN1
  -4.3, 4.3
> CCc1nnc(NS(=O)(=O)c2ccc(N3C(=O)C4CC=C(Cl)CC4C3=O)cc2)s1 (stereo not given)
  -17.6, 6.1
> CC(C)N(Cc1ccccc1)C(=O)Cn1c(=O)cnc2ccccc21
  -10.2, 4.5
> Cc1ccc(C(=O)Nc2ccncc2)cc1S(=O)(=O)N1CCCCC1
  -11.3, -0.9
> O=C(c1ccc(F)cc1)N1C2CCC1CC(O)(c1ccccc1F)C2 (stereo not given)
  2.0, -11.1
> O=C(Nc1cccnc1)c1ccc(NC(=O)c2ccco2)cc1
  4.7, 9.4
> O=[N+]([O-])c1ccc(O)c(C=NNc2ccc(S(=O)(=O)O)cc2)c1
  1.8, 0.2
> NCCS(=O)(=O)O
  -0.5, -1.8
> COC(=O)CNc1nc(-c2cccnc2)nc2ccccc12
  -31.0, -0.6
> COc1ccc(-c2nc(CS(=O)CC(=O)NCc3ccco3)c(C)o2)cc1OC (stereo not given)
  13.0, -11.1
> Cc1cc(OC(C(=O)O)c2ccccc2)c2c(C)c(Cc3ccccc3)c(=O)oc2c1 (stereo not given)
  -6.2, 5.5
> COc1ccc(N2CCN(C(c3ccccc3OC)c3nnnn3C3CCCC3)CC2)cc1 (stereo not given)
  36.9, -20.3
> O=C(c1ccc(NS(=O)(=O)c2cccc(F)c2)cc1)N1CCCC1
  10.5, -0.4
> Cn1c(N2CCOCC2)nc2c1c(=O)n(Cc1ccc(Cl)cc1)c(=O)n2C
  17.0, -1.2
> Cc1ccc(NCc2nnc(SCC(=O)OC3CCCCC3)o2)c(C)c1
  1.6, -4.6
> C=CCn1c(C)cc(C2=NNC(=NCC)SC2)c1C
  -16.9, 13.9
> O=C1CC(c2cc(-c3ccccc3)no2)C1
  -9.7, 5.9
> Cc1c(C(=O)O)sc2ncn(C)c(=O)c12
  -19.7, 13.6
> COc1ccccc1NC(=O)c1cc(C(=O)Nc2ccccc2OC)n(C)n1
  5.2, 2.4
> Cc1ccc(CNC(=O)CN2c3cccc4cccc(c34)S2(=O)=O)cc1
  -31.8, 2.4
> COC(C[C@H]1O[C@@H]1C(=O)[C@H](C)OCc1ccccc1)OC
  -7.3, 12.1
> C/C(=N/OC(=O)c1ccc(C(F)(F)F)cc1)c1oc(C)nc1C
  -0.1, 3.7
> CC(=O)Nc1ccc2c(c1)Cc1cc(N3C(=O)C=CC3=O)ccc1-2
  19.4, -14.2
> CCCn1c(N)c(N(C)C)c(=O)n(CC(=O)Nc2ccc(OC(F)(F)F)cc2)c1=O
  12.6, -2.9
> CC(C)c1[nH]nc2c1C1(CCN(Cc3ccccc3)CC1)C(C#N)=C(N)O2
  -8.5, -6.3
> CC1(C)CC(c2csc(N)n2)CCO1 (stereo not given)
  -13.4, -1.1
> CS(=O)(=O)Nc1ccc(C2=NN(C(=O)c3ccco3)C(c3ccco3)C2)cc1 (stereo not given)
  -10.4, 3.1
> Cc1nn(-c2ccc(F)cc2)c2c1cc(C#N)c1nc3ccccc3n12
  14.1, 138.3
> COc1ccccc1NC(=O)Nc1ccnn1C1CCN(C(=O)c2ccccn2)CC1
  -19.4, 3.3
> CC1CCCC(NC(=O)Nc2cccs2)C1C (stereo not given)
  -9.7, -1.9
> COc1ccc(CNC(=O)CSc2nc3ccc(N)cc3s2)cc1
  -13.9, 1.7
> CC(C)C(=O)N=C1SC2CS(=O)(=O)CC2N1Cc1ccc(Cl)cc1 (stereo not given)
  8.2, -1.5
> COc1ccc(CCNc2nc3ccccc3n3nnnc23)cc1OC
  -7.9, 1.2
> COC(=O)CSc1nnc(CSc2nc(C)cc(C)n2)n1Cc1ccco1
  10.3, 5.6
> O=c1c2[nH]c3ccccc3c2ncn1CCC1=CCCCC1
  -28.0, 10.8
> CCCCN(CC)Cc1ccc(CNC(=S)Nc2c(C)cc(C)cc2C)o1
  -13.5, 9.8
> CN(C)CCN(Cc1cc2cc3c(cc2[nH]c1=O)OCCO3)C(=S)NCC1CCCO1 (stereo not given)
  7.2, 31.5
> COC(=O)C1=C(C)NC(=O)NC1c1cc(Cl)ccc1OC (stereo not given)
  3.4, -9.2
> CCCOc1ccc(C(=O)CCC(=O)OCC(=O)N(CC)c2c(N)n(Cc3ccccc3)c(=O)[nH]c2=O)cc1
  4.5, -1.6
> COc1cccc(OCC(O)CN2CCN(CCO)CC2)c1 (stereo not given)
  2.0, 5.2
> CCCC(=O)N1CC(=O)Nc2ccc(C)cc2C1c1ccc(F)cc1 (stereo not given)
  -15.9, 2.3
> CO/C([O-])=N/c1c[n+](-c2ccc(C)cc2)no1
  2.2, -9.1
> Cc1ccc(C(=O)NCCc2nnc(SCC(=O)Nc3nc(-c4ccccc4)cs3)n2C)cc1
  17.6, 4.2
> O=C(CCC(=O)c1ccccc1)NC1CCCN(Cc2ccccc2F)C1 (stereo not given)
  -3.8, -1.7
> O=C(C[n+]1cc(-c2ccc(F)cc2)n2c1CCC2)c1cccs1
  8.2, 0.4
> Cc1ccc2nc(C(C)O)[nH]c2c1 (stereo not given)
  5.7, -0.5

Following part
Values in the order – H9c2 TAG inh, H9c2 TAG inh DAPI viability
> COc1ccc(NC(=O)CCCC2CCCCC2)cc1S(=O)(=O)N1CCCCC1
  7.6, -3.3
> Cc1cnc(NC(=O)COc2ccccc2)s1
  3.5, -17.4
> COCCNC(=O)C1CCCN(Cc2ccc(Cl)cc2)CC1 (stereo not given)
  0.7, 3.6
> CN1CCN(S(=O)(=O)c2ccc(Oc3ccc(F)c(Cl)c3)nc2)CC1
  16.6, -3.8
> O=C1Nc2ccccc2C(O)(C(=O)NCc2ccc3c(c2)OCO3)N1c1ccccc1 (stereo not given)
  11.6, 10.6
> COc1cc(CNc2ccc(N3CCN(C(C)=O)CC3)cc2)ccc1OCc1ccccc1
  -2.5, -2.5
> COc1ccccc1CNC(=O)C(=O)NCC1OCCCN1S(=O)(=O)c1cccs1 (stereo not given)
  39.7, -5.3
> COc1cc(C#Cc2c(-c3cncn3C)n(C)c3ccc(-c4ccc(OC)nc4)cc23)cc(OC)c1
  103.1*, 148.2*
> COc1ccc(CCNC(=O)c2cc3ccccc3oc2=O)cc1
  6.7, -1.3
> Cc1cccc(C)c1NC(=O)CSCC(=O)c1ccc(O)c(O)c1
  -1.0, -3.5
> CNC(=O)OCc1nc(SSC(C)(C)C)n(C)c1COC(=O)NC
  92.1, -61.5
> Cn1c(SCC(=O)NC2CCS(=O)(=O)C2)nc2ccccc21 (stereo not given)
  0.0, 7.3
> O=C(N1CCN=C1SCc1cccnc1)C12CC3CC(CC(C3)C1)C2
  3.7, -11.1
> CCCOc1ccc(/C=C/C(=O)N2CCN(c3ccccn3)CC2)cc1
  -4.5, 3.4
> CCN(CC)S(=O)(=O)c1ccc(C(=O)NC(=S)N2CCN(c3ccccc3O)CC2)cc1
  -5.1, 1.7
> COc1cc(OC)cc(C(=O)NCC(=O)OCC(=O)N2c3ccccc3NC(=O)C2(C)C)c1
  1.8, 0.2
> O=c1[nH]c(-c2ccccn2)nc2sc(-c3ccccc3)cc12
  49.4, 126.5
> O=C(NCCc1nnc2ccc(N3CCCC3)nn12)c1ccccc1
  9.2, 1.0
> CC(=O)OCc1ccccc1Sc1ccccc1C(=O)NCc1ccccc1
  -3.6, 0.0
> Cc1cc(=O)cc(C)n1-c1ccc(O)cc1
  14.4, -0.2
> O=C(OCC(=O)N1CCCC1)c1ccco1
  -3.5, -19.2
> COc1ccccc1NS(=O)(=O)c1cccc(C(=O)N/N=C(\C)c2ccc(-n3ccnc3)cc2)c1
  -7.7, 6.5
> CCOC(=O)c1c(C)[nH]c(C(=O)OCC(=O)Nc2cc(C)nn2-c2ccccc2)c1C
  -11.6, 3.5
> C#Cc1ccc([C@@H]2C=C(C(=O)NC3CC3)O[C@H](OCC)[C@H]2CCCO)cc1
  -1.1, 2.0
> CCN(CC)CCCn1c(SCC(=O)NCC2CCCO2)nc2ccccc2c1=O (stereo not given)
  -2.6, 2.6
> COc1cccc(/C=C/C(=O)OCC(=O)NC2CCCCCC2)c1
  2.6, -3.9
> CCCCn1c(N)c(N(CCOC)C(=O)c2cc(-c3ccncc3)nc3ccccc23)c(=O)[nH]c1=O
  -6.1, -2.4
> COc1ccc(C2CC(O)(c3ccccc3)Oc3c(C)ccc(C)c32)cc1 (stereo not given)
  -23.7, 2.5
> CC(=O)OCC(=O)Nc1ccc(C(C)=O)cc1
  -1.8, 2.8
> COc1cccc(CNc2nc3cc(-c4csc5ccccc45)sc3c(=O)n2C)c1
  6.4, 4.7
> O=C(CNc1ccc(Br)cc1)Nc1ccc(S(=O)(=O)N2CCCC2)cc1
  -27.0, 1.8
> CCOC(=O)c1cn(Cc2ccc(Cl)cc2Cl)c2cc(C)nn2c1=O
  1.8, 4.1
> CCOC(=O)C1CCN(C(=O)Cc2ccc(-c3ccccc3)cc2)CC1
  6.4, -4.1
> COCCn1cc(C(=S)N2CCCCC2)c2ccccc21
  4.7, -6.9
> CC(C)CN(C(=O)CSc1nncs1)c1c(N)n(CC(C)C)c(=O)[nH]c1=O
  7.9, 1.2
> O=C(CSc1nc2ccccc2c(=O)n1CC1CCCO1)NCc1ccc2c(c1)OCO2 (stereo not given)
  -5.9, -4.2
> CCn1c(-c2ccccc2)csc1=Nc1ccc(S(=O)(=O)O)cc1
  -4.5, -8.4
